Screening results deposited in PubChem BioAssay by several laboratories.
MEKK2mut PB1 HTS = signal of MEK5 binding to mutant human MEKK2 PB1 domain | percent response, % at 10 µM | actives 0.35% (n = 290,000) | AID 1530 | bead flow cytometry, Alexa488-MEK5 binding to MEKK2 mutant; in the data active = percent response above about 24%, passing the limit was not always enough; note: inactives centre near 1; some results filed as inactive read as strong as hits; reference of the scale not given here
IDE act = IDE (human) activation, cell-based; activation, % at 5.96 µM; actives 0.073% (n = 340,000); HEK cells, FAbeta-B cleavage, fluorescence polarization; 0% vehicle, 100% cell-free pure enzyme wells;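 active = activation above the mean of all tested compounds plus 3 SD, set per screening campaign, cut at about 17% in these data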
PfM18AAP inh = blocks P. falciparum M18 aspartyl aminopeptidase | AID 1822 | actives 1.2% (n = 290,000) | recombinant PfM18AAP, H-Glu-NHMec fluorogenic cleavage | inhibition, % at 7.35 µM;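 active = inhibition above the campaign mean inhibition over all tested compounds plus 3 SD, cut at about 28% in these data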;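 note: 0% = plate median of test compound wells and 100% = 2 mM ZnCl2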
IDE inh = inhibitors of human insulin-degrading enzyme in cells; HEK cells, FAbetaB cleavage, fluorescence polarization; actives 0.41% (n = 320,000); AID 434962; inhibition, % at 5.59 µM;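 active = percent inhibition above the average of all tested compounds plus 3 SD, set per screening campaign, cut at about 16% in these data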;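 note: IDE supplied by intact live HEK cells; FP after avidin binding of uncleaved biotin substrate so inhibition keeps polarization high; 0% = DMSO wells and 100% = 60 µM reference IDE inhibitor Ii1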
MEKK2 WT-MEK5 = raises or lowers MEK5 binding to wildtype human MEKK2 PB1 domain; Q9Y2U5; actives 1.1% (n = 290,000); binding response (% of control), % at 10 µM; bead flow cytometry, Alexa488-MEK5 binding to MEKK2 WT; actives lie on both sides; AID 1531; in the data active = binding response below about 67% or above about 130%
NALP1 yeast inh = blocks the NALP1 inflammasome reconstituted in yeast; S. cerevisiae NALP1/ASC/caspase-1 growth, X-gal OD620, 72 h; inhibition, % at 10 µM; actives 0.61% (n = 280,000); AID 2071; in the data active = inhibition mostly above about 24%, no sharp cut-off; inactive = mostly below about 32%; note: some compounds called inactive have numbers as strong as hits
p-CIP stab down = lowers stability of the mouse p/CIP coactivator protein; Q05BA5; F442A p/CIP-EGFP cells, EGFP fluorescence, 16 h; decrease of EGFP signal, % at 10 µM; actives 0.01% (n = 290,000); AID 1984;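 active = EGFP signal decrease of at least 30% at 10 µM or well 3 SD below plate mean, unless failing retest; inactive = the rest, including hits failing retest or dose response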; note: some compounds called inactive have numbers as strong as hits; many of its hits are not listed in these tables
MEKK3 PB1 HTS = raises or lowers MEK5 binding to the human MEKK3 PB1 domain; bead-based flow cytometry, Alexa488-MEK5 binding to MEKK3; actives lie on both sides; 0 = blocked by unlabeled MEK5, 100 = vehicle; Q99759; binding response (% of control), % at 10 µM; AID 1529; actives 1.4% (n = 290,000);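 active = binding response more than 3 SD above or below the average of its plate-row segment, actives on both sides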;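 note: Alexa488 bead fluorescence after subtracting the streptavidin-only scavenger bead signal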
Target sequence (Q99759 whole entry, looked up, the tested form may be a part): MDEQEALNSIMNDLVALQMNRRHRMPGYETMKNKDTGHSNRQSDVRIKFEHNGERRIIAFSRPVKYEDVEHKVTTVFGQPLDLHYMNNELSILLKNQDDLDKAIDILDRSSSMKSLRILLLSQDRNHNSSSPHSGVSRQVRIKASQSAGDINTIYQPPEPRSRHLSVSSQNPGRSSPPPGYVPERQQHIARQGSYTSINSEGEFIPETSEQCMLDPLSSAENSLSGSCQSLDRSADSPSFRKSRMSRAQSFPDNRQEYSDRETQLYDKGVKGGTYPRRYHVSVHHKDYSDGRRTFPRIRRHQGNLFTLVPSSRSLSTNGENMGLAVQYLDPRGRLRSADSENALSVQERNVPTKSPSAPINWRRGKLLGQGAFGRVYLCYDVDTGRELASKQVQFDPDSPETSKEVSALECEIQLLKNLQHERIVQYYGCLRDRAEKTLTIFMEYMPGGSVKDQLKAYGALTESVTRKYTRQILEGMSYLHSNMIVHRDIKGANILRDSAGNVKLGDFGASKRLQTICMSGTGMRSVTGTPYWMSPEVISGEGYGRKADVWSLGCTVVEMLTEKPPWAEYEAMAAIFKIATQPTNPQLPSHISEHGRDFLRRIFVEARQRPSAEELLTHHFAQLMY
UBC9 SUMO inh = SUMOylation inhibition; AID 2006; inhibition, % at 35 µM; HTRF SUMOylation assay, SAE1/SAE2 + UBC9, in vitro; actives 0.36% (n = 290,000); in the data active = inhibition above about 50%, passing the limit was not always enough; note: strong numbers were not always called active
Target sequence (P63279 whole entry, looked up): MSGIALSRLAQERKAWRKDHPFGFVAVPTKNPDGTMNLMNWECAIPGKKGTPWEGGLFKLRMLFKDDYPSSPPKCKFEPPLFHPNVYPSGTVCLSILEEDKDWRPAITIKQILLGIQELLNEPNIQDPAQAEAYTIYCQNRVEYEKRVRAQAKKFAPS
Active calls of the source: *; . = no result given.

entry	IDE inh	MEKK2mut PB1 HTS	MEKK3 PB1 HTS	IDE act	p-CIP stab down	MEKK2 WT-MEK5	NALP1 yeast inh	PfM18AAP inh	UBC9 SUMO inh	SMILES
1	8	-13	97	2	22	94	20	28*	2	CCN(CC)CCN(Cc1cc2cc3c(cc2[nH]c1=O)OCO3)C(=S)NCC1CCCO1 (stereo not given)
2	0	0	102	0	4	100	-22	-8	0	C=CCn1c(=O)c(C(=O)NCCc2ccc(Cl)cc2)c(O)c2cc(OC)c(OC)cc21
3	0	0	106	-1	-1	93	.	5	11	Cc1cc2ccccc2n1CCNC(=O)C(C)C
4	7	-6	99	3	6	94	-12	3	3	CC(OC(=O)CCc1nc2ccccc2[nH]c1=O)C(=O)c1ccccc1 (stereo not given)
5	1	11	111	6	9	109	.	2	10	O=C(NCCc1cn2ccccc2n1)c1ccc(Br)o1
6	-3	-10	89	3	0	91	13	-1	0	COc1ccc(-c2csc(NC3OC(=O)c4c3ccc(OC)c4OC)n2)cc1OC (stereo not given)
7	2	-1	107	8	4	101	5	-4	-7	CC(C)c1nnc(SCC(=O)N2CCOCC2)n1C
8	0	0	99	2	-11	95	-8	-3	-27	Cc1ccc(OCc2ccc(C(=O)Nc3nccs3)o2)cc1
9	-1	2	100	-4	-20	101	6	9	13	CC(C)(C)c1cc(C(=O)N/N=C/c2ccncc2)n[nH]1
10	1	8	103	5	-20	108	10	6	-8	COC(=O)C1=C(C)NC(C)=C(C(=O)OCC2CCCO2)C1c1cccc(Cl)c1 (stereo not given)
11	-3	-2	100	4	5	100	24	3	-2	O=C1CCC(C(=O)N2CCCC(N3CCN(c4cccc(C(F)(F)F)c4)CC3)C2)=NN1 (stereo not given)
12	-2	4	101	3	2	102	41	4	8	COc1ccc(/C=C\C(=O)c2c(O)ccc3c(C)cc(=O)oc23)cc1
13	13	4	104	1	0	106	14	-2	-5	O=c1oc2ccccc2c(NC2CCCCC2)c1NS(=O)(=O)c1ccc(Cl)cc1
14	2	3	131*	8	3	123	1	2	0	O=C(NCC(=O)N(CC1CCCO1)C(C(=O)NC1CCCCC1)c1cccnc1)c1cccs1 (stereo not given)
15	-1	-26	86	-1	-13	80	33	-12	17	O=S(=O)(c1cnc(Cl)c(Br)c1)N1CCc2ccccc21
16	7	2	100	5	4	103	18	7	-10	COc1ccc(N2CCN(C(=O)c3ccc(CS(=O)Cc4ccc(Cl)cc4)o3)CC2)cc1 (stereo not given)
17	2	2	103	-1	-2	106	20	-13	10	O=C1C2CCCN2C(=O)N1CCCN1CCN(c2cccc(Br)c2)CC1 (stereo not given)
18	4	-13	89	1	10	81	2	-3	7	Cc1ccc(CS(=O)(=O)CCC(=O)O)cc1
19	2	4	102	1	-1	103	2	0	-2	CNc1ccccc1C(=O)OC(C)C(=O)Nc1ccc(S(=O)(=O)N2CCCC2)cc1 (stereo not given)
20	-1	1	100	-4	-5	101	29	2	44	CCOC(=O)c1ccc(-n2c(CCC(=O)O)ccc2-c2cccs2)cc1

Copied from above: entries 2–17
entry	IDE inh	MEKK2mut PB1 HTS	MEKK3 PB1 HTS	IDE act	p-CIP stab down	MEKK2 WT-MEK5	NALP1 yeast inh	PfM18AAP inh	UBC9 SUMO inh	SMILES
2	0	0	102	0	4	100	-22	-8	0	C=CCn1c(=O)c(C(=O)NCCc2ccc(Cl)cc2)c(O)c2cc(OC)c(OC)cc21
3	0	0	106	-1	-1	93	.	5	11	Cc1cc2ccccc2n1CCNC(=O)C(C)C
4	7	-6	99	3	6	94	-12	3	3	CC(OC(=O)CCc1nc2ccccc2[nH]c1=O)C(=O)c1ccccc1 (stereo not given)
5	1	11	111	6	9	109	.	2	10	O=C(NCCc1cn2ccccc2n1)c1ccc(Br)o1
6	-3	-10	89	3	0	91	13	-1	0	COc1ccc(-c2csc(NC3OC(=O)c4c3ccc(OC)c4OC)n2)cc1OC (stereo not given)
7	2	-1	107	8	4	101	5	-4	-7	CC(C)c1nnc(SCC(=O)N2CCOCC2)n1C
8	0	0	99	2	-11	95	-8	-3	-27	Cc1ccc(OCc2ccc(C(=O)Nc3nccs3)o2)cc1
9	-1	2	100	-4	-20	101	6	9	13	CC(C)(C)c1cc(C(=O)N/N=C/c2ccncc2)n[nH]1
10	1	8	103	5	-20	108	10	6	-8	COC(=O)C1=C(C)NC(C)=C(C(=O)OCC2CCCO2)C1c1cccc(Cl)c1 (stereo not given)
11	-3	-2	100	4	5	100	24	3	-2	O=C1CCC(C(=O)N2CCCC(N3CCN(c4cccc(C(F)(F)F)c4)CC3)C2)=NN1 (stereo not given)
12	-2	4	101	3	2	102	41	4	8	COc1ccc(/C=C\C(=O)c2c(O)ccc3c(C)cc(=O)oc23)cc1
13	13	4	104	1	0	106	14	-2	-5	O=c1oc2ccccc2c(NC2CCCCC2)c1NS(=O)(=O)c1ccc(Cl)cc1
14	2	3	131*	8	3	123	1	2	0	O=C(NCC(=O)N(CC1CCCO1)C(C(=O)NC1CCCCC1)c1cccnc1)c1cccs1 (stereo not given)
15	-1	-26	86	-1	-13	80	33	-12	17	O=S(=O)(c1cnc(Cl)c(Br)c1)N1CCc2ccccc21
16	7	2	100	5	4	103	18	7	-10	COc1ccc(N2CCN(C(=O)c3ccc(CS(=O)Cc4ccc(Cl)cc4)o3)CC2)cc1 (stereo not given)
17	2	2	103	-1	-2	106	20	-13	10	O=C1C2CCCN2C(=O)N1CCCN1CCN(c2cccc(Br)c2)CC1 (stereo not given)

Next part
entry	IDE inh	MEKK2mut PB1 HTS	MEKK3 PB1 HTS	IDE act	p-CIP stab down	MEKK2 WT-MEK5	NALP1 yeast inh	PfM18AAP inh	UBC9 SUMO inh	SMILES
21	-4	2	103	9	-4	103	29	-14	22	CCc1nc2ccc(C)cc2c(C(=O)Oc2cccc3cccnc23)c1C
22	-1	17	112	1	-10	113	3	7	7	CC(C)C(NS(=O)(=O)c1cccs1)C(=O)NCCN1CCN(c2ccccc2)CC1 (stereo not given)
23	-2	-13	92	.	-14	88	15	-10	2	O=C(COc1ccc(Br)cc1)Nc1nnc(-c2cccnc2)s1
24	2	-2	101	0	-2	100	22	-1	31	Cc1ccc(CNC(=O)C(C)OC(=O)c2cccs2)cc1 (stereo not given)
25	3	7	102	0	-10	103	7	-1	-4	COc1ccc(CNC(=O)C2CCC(CNS(=O)(=O)c3cccc4nsnc34)CC2)cc1 (stereo not given)
26	-3	10	106	1	-9	105	-2	10	9	CN=c1scc(C)n1/N=C/c1ccc2c(c1)OCO2
27	4	3	102	0	-10	105	-25	-2	17	CCOC(=O)c1cccc(-n2c(C)nc3ccccc3c2=O)c1
28	2	3	104	2	2	102	5	2	5	CCOC(=O)C1CCN(CCC(=O)Nc2cccc(Cl)c2C)CC1
29	0	-8	91	2	5	92	14	-14	10	O=[N+]([O-])c1cccc(-c2ccc(C(=S)N3CCOCC3)o2)c1
30	0	-9	94	.	-3	98	13	-8	13	CCC(=O)N/C(N)=N/c1nc(C)c2cc(C)c(C)cc2n1
31	3	-3	100	3	-20	101	21	-6	6	COc1cccc(C(=O)Nc2ccccc2OC(F)(F)F)c1
32	-1	2	102	1	-22	105	-2	2	10	CCc1ccccc1N(C(=O)c1cccs1)C1C=CS(=O)(=O)C1 (stereo not given)
33	-4	3	101	1	-1	101	27	-7	13	Cc1onc(-c2c(F)cccc2Cl)c1C(=O)c1ccccc1
34	1	-8	103	4	-2	101	3	3	18	COC(=O)Cn1cc(C(=O)OC)cc(Br)c1=O
35	-6	-3	101	-1	-2	99	-7	-2	4	CCN(CC1CCCN(CCc2cccc(OC)c2)C1)C(=O)c1ccoc1 (stereo not given)
36	2	8	101	1	-20	95	-6	4	-4	Cc1ccc(S(=O)(=O)NCC(=O)N(CC(=O)NCC2CCCO2)Cc2ccccc2Cl)cc1 (stereo not given)
37	3	1	102	1	2	109	-2	4	-1	COc1ccccc1N1CCN(CC(=O)c2ccc3ccn(C(C)=O)c3c2)CC1
38	2	4	96	1	-3	103	16	1	12	COc1ccc(NC(C)=O)cc1S(=O)(=O)Nc1ccccc1C(=O)NCCc1ccccc1
39	1	-9	108	4	-12	95	20	8	18	COC(c1ccccc1)c1nnc(CCC(=O)NCc2ccc3ncccc3c2)o1 (stereo not given)
40	-2	-4	97	4	-15	93	28	0	2	COc1ccc(NC(=O)c2ccc(Br)o2)cc1
41	1	0	103	2	-12	95	.	-17	24	CC(=O)NC(=S)Nc1ccc(NC(=S)NC(=O)c2ccc([N+](=O)[O-])cc2)cc1
42	.	-57	89	6	-5	56	3	.	23	COC(=O)c1cc(=O)c2ccc(OC)cc2o1
43	2	-5	108	0	-7	101	3	-10	15	COc1ccc(N2CC(C(=O)Nc3ccc(S(=O)(=O)N4CCOCC4)cc3)CC2=O)cc1 (stereo not given)
44	5	2	102	4	-25	98	2	8	15	CC(=O)NCCNC(=O)c1ccc2c(c1)S(=O)(=O)c1ccccc1C2=O
45	0	3	109	-2	6	101	-3	-6	-10	O=C(COc1ccc(S(=O)(=O)NC2CCCCC2)cc1Cl)Nc1ccc2c(c1)OCO2
46	1	7	110	5	16	106	4	-1	7	Cc1cc(C)nc(-n2nc(C)c(C3(O)C(=O)Nc4ccccc43)c2N)n1 (stereo not given)
47	19*	2	101	-16	7	103	30	-2	-10	COc1ccc(NC(=O)c2cc3c(Cl)nc4ccccc4c3s2)cc1OC
48	2	-5	97	-2	18	96	30	-2	1	Cc1cc(=O)oc2cc(OCC(=O)Nc3nccs3)ccc12
49	6	2	103	2	-7	108	-2	-9	-1	Brc1ccc(OCc2ccccc2)c(CNCC2CCCO2)c1 (stereo not given)
50	0	-9	100	6	-5	94	-3	0	-12	COc1ccc(N(C(=O)c2ccco2)C(C(=O)NC2CCCC2)c2cccs2)cc1 (stereo not given)
51	2	0	94	-2	-3	100	12	9	12	CC(=O)Nc1ccc(NC(=O)CN(C)S(=O)(=O)c2ccc3nc(C)sc3c2)cc1
52	2	0	97	-6	0	95	9	-6	-1	COc1ccc2nc(NC(=O)CSc3nnc(C)n3N)sc2c1
53	-2	6	104	-1	-13	103	1	-2	12	COc1ccc(CCNC(=O)c2c(C)nn(-c3ccccc3)c2Cl)cc1
54	3	1	100	2	-5	94	2	1	18	CCC(=O)Nc1ccccc1C(=O)N1CCOCC1
55	1	2	96	4	4	95	32	-3	25	CCCc1ccc(OCC(=O)O)cc1
56	1	2	99	2	7	99	1	-8	15	Cc1ccccc1S(=O)(=O)Nc1ncc(C(F)(F)F)cc1Cl
57	-2	-5	98	-4	-6	99	30	2	28	O=C(Nc1ccc2oc(-c3ccncc3)nc2c1)c1ccco1
58	-3	-6	99	5	3	97	21	8	15	CC(=O)Nc1ccc(Cl)c(C(N)=O)c1
59	1	11	99	4	-2	114	15	43*	12	NNc1nccc(Nc2ccccc2C(=O)O)n1
60	0	-4	87	6	-11	95	11	3	30	O=C(/C=C\c1cn(-c2ccccc2)nc1-c1ccc2c(c1)OCCO2)N1CCOCC1
61	2	5	106	7	-3	106	9	-6	-16	CCCc1cc2c(cc1NC(=O)c1ccccc1Cl)OCO2
62	3	1	98	4	5	106	37	20	22	c1coc(CNC2CCCCCCC2)c1
63	-5	.	.	0	-15	.	-16	8	2	NC(=O)c1nc(C2CCCCC2)nc2c1[nH]c(=O)n2-c1ccc(F)cc1

Not all compounds are listed; the hit share may differ from the screen's.
